NR2F2 inh: NR2F2 transcriptional activity inhibitors, primary screen, cell-based, luciferase reporter, HEK293T, luminescence. actives 0.7% (n = 370,000). inhibition, % at 8.6 µM. HEK293T NGFI-A luciferase reporter;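 active = inhibition above a per-plate cutoff, mean inhibition of test wells between control levels plus 3 SD, cut at about 38% in these data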;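 also: cells cotransfected with COUP-TFII expression vector driving the NGFI-A reporter; 0% = median of COUP-TF2 test wells and 100% = reporter-only cells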
Target sequence (P24468 whole entry, looked up): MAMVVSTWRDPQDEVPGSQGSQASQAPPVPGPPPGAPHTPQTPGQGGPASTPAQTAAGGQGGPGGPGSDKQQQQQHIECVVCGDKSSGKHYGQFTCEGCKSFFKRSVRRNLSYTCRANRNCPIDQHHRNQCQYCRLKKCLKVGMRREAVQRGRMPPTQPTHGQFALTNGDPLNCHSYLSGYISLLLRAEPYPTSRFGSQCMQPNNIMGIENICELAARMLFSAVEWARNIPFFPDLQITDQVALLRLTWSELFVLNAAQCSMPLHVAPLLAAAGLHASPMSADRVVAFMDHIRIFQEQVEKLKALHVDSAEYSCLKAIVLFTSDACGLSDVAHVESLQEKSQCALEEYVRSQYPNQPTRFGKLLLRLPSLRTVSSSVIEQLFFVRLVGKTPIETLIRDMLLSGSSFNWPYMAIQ
LMP1 NFkB inh: EBV LMP1-driven NF-kappaB luciferase reporter inhibitors, primary screen, cell-based, luminescence, single point. inhibition, % at 12.5 µM. AID 504558, 2011. actives 0.69% (n = 350,000). LMP1-induced NF-kappaB luciferase reporter cells; in the data active = inhibition above about 41%;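 also: 0% = neutral control wells and 100% = reference inhibitor control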
TROY NFkB inh: inhibitors of TROY-driven NF-kB signaling, primary screen, Q293 LMP1-TROYcd cells, NF-kB luciferase, uHTS; inhibition, % at 10 µM; actives 0.98% (n = 360,000); Q293 LMP1-TROYcd NF-kB luciferase reporter, 4 h; AID 1347056, 2019;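 active = compounds whose plate-normalised and pattern-corrected inhibition of the luciferase reporter signal at the single screening dose is 50% or more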
TWEAK Fn14 block: inhibitors of TWEAK-Fn14 signaling, primary screen, luciferase reporter cells, uHTS; TWEAK-stimulated Fn14 reporter cells, luciferase luminescence, 8 h; AID 1159606, 2016; inhibition, % at 10 µM; actives 2% (n = 360,000); in the data active = inhibition above about 50%
NCOA1 inh: SRC1 coactivator transcriptional activity inhibitors, primary screen, cell-based, luminescence. Nuclear receptor coactivator 1 (Homo sapiens), Q15788. HEK293 GAL4-SRC1 luciferase reporter. inhibition, % at 3.6 µM. actives 0.12% (n = 360,000);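 active = inhibition above the campaign mean plus 3 SD, with each screening campaign given its own cutoff, cut at about 60% in these data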;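 also: 0% = DMSO treated cells and 100% = gossypol at 36 µM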
KKLEB tox: cytotoxicity in KKLEB CF airway cells, primary screen, cytotoxicity control for CF NF-kB inhibitor project, cell-based, uHTS, fluorescence assay plates. KKLEB CF airway cells viability, ATPlite luminescence, overnight; active compounds read low; cells stimulated with P. aeruginosa culture filtrate. activity change (cytotoxicity), % at 5 µM. actives 0.36% (n = 360,000). AID 602141, 2011;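 active = corrected activity change at or below -50% at 5 µM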
C8 TRAIL sens: viability loss with TRAIL in NB7+C8 cells, primary screen, TRAIL sensitizer project, cell-based, ATPlite luminescence. inhibition (viability loss, TRAIL sensitization), % at 10 µM. actives 1% (n = 360,000). AID 624354, 2012;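 active = compounds causing at least 50% loss of cell viability in the single-dose screen, relative to plate controls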
CF NFkB inh: inhibitors of PAF-induced NF-kB signaling, primary screen, cell-based, GFP fluorescence, uHTS; actives 0.86% (n = 360,000); AID 588850, 2011; inhibition, % at 5 µM; KKLEB NF-kB-GFP reporter, GFP fluorescence overnight;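 active = at least 50% inhibition at 5 µM, scaled per plate between neutral and stimulator controls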;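 also: PAF is a Pseudomonas aeruginosa culture filtrate used as stimulus; plate controls were PAF-stimulated DMSO wells for no effect and unstimulated DMSO wells for full effect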
LRH-1 inv ag: LRH-1 (NR5A2) inverse agonists, primary screen, cell-based, luminescence, HEK293T, StAR-luciferase reporter; Nuclear receptor subfamily 5 group A member 2 (Homo sapiens), O00482; LRH-1 transfected, 24 h; inhibition, % at 3.6 µM; actives 0.13% (n = 360,000); AID 602396, 2012;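 active = inhibition above the mean inhibition of all tested compounds plus 3 SD, cut at about 73% in these data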;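 also: 0% = DMSO wells and 100% = reporter-only cells lacking LRH-1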
Target sequence (O00482 whole entry, looked up): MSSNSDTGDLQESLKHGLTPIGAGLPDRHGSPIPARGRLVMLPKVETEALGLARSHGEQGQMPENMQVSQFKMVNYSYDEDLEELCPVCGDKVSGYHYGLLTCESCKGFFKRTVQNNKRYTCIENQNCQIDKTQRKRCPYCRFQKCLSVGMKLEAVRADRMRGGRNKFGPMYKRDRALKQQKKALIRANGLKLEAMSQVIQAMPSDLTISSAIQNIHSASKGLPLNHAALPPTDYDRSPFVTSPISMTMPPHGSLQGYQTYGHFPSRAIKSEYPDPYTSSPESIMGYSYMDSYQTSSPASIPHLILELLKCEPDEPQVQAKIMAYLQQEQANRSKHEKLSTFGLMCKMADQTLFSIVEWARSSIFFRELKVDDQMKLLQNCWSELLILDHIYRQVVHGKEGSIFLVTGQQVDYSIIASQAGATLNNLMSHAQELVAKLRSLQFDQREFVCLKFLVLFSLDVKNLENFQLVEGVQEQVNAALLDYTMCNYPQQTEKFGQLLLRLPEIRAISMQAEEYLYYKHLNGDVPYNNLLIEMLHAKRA
SRC3 inh: SRC3 coactivator transcriptional activity inhibitors, primary screen, cell-based, luminescence; Nuclear receptor coactivator 3 (Homo sapiens), Q9Y6Q9; HEK293 GAL4-SRC3 luciferase reporter; inhibition, % at 3.6 µM; actives 0.17% (n = 360,000); AID 588352, 2011;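 active = inhibition above a per-campaign cutoff, the mean of all compounds plus 3 SD, cut at about 60% in these data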;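 also: 0% = DMSO-treated cells and 100% = gossypol-treated cells at 36 µM; higher means less SRC3-driven luciferase light from the GAL4 reporter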
Shn3 3UTR inh: reduction of Shn3 3'UTR firefly luciferase signal, primary screen, Schnurri-3 inhibitor project, cell-based, Clone20 osteoblasts, set 2 | actives 0.52% (n = 360,000) | inhibition, % at 12.5 µM | AID 588674, 2011 | Clone20 osteoblast Shn3 3'UTR firefly luciferase, 24 h;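 active = mean inhibition of at least 75% with every replicate also reaching 75%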;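 also: 0% = median of neutral control wells and 100% = pilot-screen positive control compound; some compounds past the cut are filed as inactive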
An asterisk follows results filed as active; . = no result given.

SMILES	NR2F2 inh	LMP1 NFkB inh	TROY NFkB inh	TWEAK Fn14 block	NCOA1 inh	KKLEB tox	C8 TRAIL sens	CF NFkB inh	LRH-1 inv ag	SRC3 inh	Shn3 3UTR inh
COc1ccc(CCNC(=O)C(=O)NCC2OCCN2S(=O)(=O)c2ccc(Cl)cc2)cc1 (stereo unspecified)	30	-1	17	10	-11	8	-6	-6	15	9	29
CCCN1C(=O)c2cc(C(=O)Nc3ccccc3CC)ccc2C1O (stereo unspecified)	5	-5	-5	-2	-9	-11	3	-6	-3	6	-8
CN1CCCC(OC(=O)c2ccc(S(=O)(=O)N(C)C)cc2)C1 (stereo unspecified)	2	-19	1	-5	0	12	-8	6	-31	-5	-29
CCCN1CCC(NC(=O)Cc2ccc(C)cc2)CC1	4	-3	-6	15	-11	3	-4	-15	4	0	-4
COc1ccc(Cl)cc1C(=O)CSc1nnnn1C1CCCCC1	-13	-4	-3	-25	2	-14	-9	10	9	-10	1
COc1ccc(C(=O)Nc2ccc3c(c2)nc2n3CCSC2)cc1	-9	-8	-47	-13	-68	-1	32	-20	-90	-59	-123
Cc1ccc(C(CNS(=O)(=O)c2ccccc2)N2CCN(C)CC2)cc1 (stereo unspecified)	2	-1	-20	-4	-22	11	20	-9	2	13	5
CC(C)(C)c1cc(NC(=O)COC(=O)c2ccccc2)n(-c2ccccc2)n1	6	-1	-3	-15	6	0	-3	8	-1	-12	-20
COc1ccc2nc(N3CCCCC3)c(/C=C3\SC(=S)NC3=O)cc2c1	-2	-8	64*	21	2	-40	0	47	7	14	-20
O=C(Cc1ccc(S(=O)(=O)N2CCOCC2)s1)Nc1nc2c(s1)CCCC2	-1	-2	6	-11	8	8	-5	-8	-2	13	12
CC(C)OC(=O)CN1CCN(C2c3ccccc3-c3ccccc32)CC1	-4	-7	-6	-6	-18	5	-15	-6	-2	-6	-6
CCOC(=O)N1CCN(C(=S)NC(=O)c2nn(C)cc2Br)CC1	-12	1	5	-5	8	-3	-2	4	1	17	0
Cc1ccc(Oc2nc(CN3CCOCC3)nc3sc4c(c23)CCC(C)C4)cc1 (stereo unspecified)	7	-2	15	-12	10	-16	-4	12	-5	-3	-11
COc1ccc(Cl)cc1S(=O)(=O)N1CCN=C1C	6	3	0	-9	-11	-1	9	28	-5	-4	-90
CCC1(C)N=C(c2ccc3c(c2)OCO3)CC(c2ccccc2O)N1 (stereo unspecified)	-24	-9	-28	6	-92	-10	7	8	-56	-27	-1
Cc1ccc(-c2nc(NCCN3CCOCC3)c3ccccc3n2)cc1	-33	-53	-54	-17	-28	-10	-26	-22	-7	-38	14
N#CCCN(C(=O)c1ccco1)c1ccccc1	-1	-6	0	36	16	6	-4	-13	27	12	5
COC(=O)c1ccc(/C=N/NC(=O)C(=O)NCc2ccccc2)cc1	-23	-1	-24	-4	-20	12	-1	2	-10	-6	7
CCOC(=O)CN1C(=O)N(CC(=O)OCC)C(c2ccccc2)(c2ccccc2)C1=O	0	2	14	7	13	-3	0	0	7	0	14
C/C(=N\OCC(=O)N/N=C/c1ccc(C)cc1O)c1cccs1	0	12	8	-10	-6	-12	9	4	5	-12	7

Some values from the results shown:
TROY NFkB inh result of CCC1(C)N=C(c2ccc3c(c2)OCO3)CC(c2ccccc2O)N1 (stereo unspecified) reads -28
TWEAK Fn14 block result of Cc1ccc(C(CNS(=O)(=O)c2ccccc2)N2CCN(C)CC2)cc1 (stereo unspecified) reads -4

Other structures follow.
SMILES	NR2F2 inh	LMP1 NFkB inh	TROY NFkB inh	TWEAK Fn14 block	NCOA1 inh	KKLEB tox	C8 TRAIL sens	CF NFkB inh	LRH-1 inv ag	SRC3 inh	Shn3 3UTR inh
CC(C)c1ccc(C2CC(=O)c3cnc(NC(=O)c4ccco4)nc3C2)cc1 (stereo unspecified)	-18	-11	-38	-3	-35	-2	-23	-21	-6	-46	-16
CCN1CCCC1CNC(=O)c1cc2c(-c3cccc(OC)c3)nn(C)c2s1 (stereo unspecified)	-1	5	-48	-62	-7	6	-1	-4	3	-21	-24
CS(=O)(=O)c1ccc(Cl)c(NC(=O)CCCSc2ccccc2)c1	-12	2	-8	-3	-1	10	-18	-2	15	2	8
Cn1c(=O)oc2cc(S(=O)(=O)Nc3ccccc3F)ccc21	-23	3	1	5	4	19	6	-4	-2	-1	-7
CC(=O)NCC(=O)OC(C(=O)c1ccccc1)c1ccc(Cl)cc1 (stereo unspecified)	-4	-7	-13	4	7	-11	5	18	-4	-2	-12
O=C(CSc1nnc(-c2ccc(C(F)(F)F)cn2)o1)Nc1ccccc1Cl	1	-8	-17	-7	-25	2	6	-3	-59	-9	-43
N#CCCn1c(SCC(=O)c2c[nH]c3ccccc23)nc2ccccc21	-5	-20	6	21	-8	-1	-12	0	18	-2	12
Cc1cc(-c2ccc(F)cc2)n2ncc(-c3ccccc3)c2n1	34	.	79*	86*	30	-23	64*	-15	22	31	22
CCC(C)c1ccc(S(=O)(=O)N2CCN(c3ccccn3)CC2)cc1 (stereo unspecified)	2	-1	5	-20	-2	-10	10	0	-3	-8	12
Cc1nnc(-c2ccc(N3CCCCCC3)c([N+](=O)[O-])c2)o1	-31	-6	-33	-36	-19	-8	5	15	-29	-16	-45
CC(=O)N1CCOc2ccc(S(=O)(=O)NCc3ccc(Cl)cc3)cc21	2	-5	-7	2	-1	3	14	13	9	-4	23
Fc1ccc(-c2nnc(-c3ccc(Cl)cc3Cl)o2)cc1	-78	3	-20	56*	-95	-55*	86*	-52	-131	-89	8
Cc1cc(C)c(S(=O)(=O)N(C)Cc2cnn(C)c2)c(C)c1	15	7	11	1	-12	2	8	5	-8	2	21
Cc1cccc(S(=O)(=O)Nc2nc3ccccc3nc2OC(C)C)c1	4	-13	23	3	3	6	16	-9	1	-8	-10
O=C(COC(=O)COc1ccccc1)NC12CC3CC(CC(C3)C1)C2	10	0	15	-16	-18	-9	-2	-5	2	9	-3
c1ccc(Sc2ccccc2CN2CCCC2)cc1	-11	.	-5	6	11	2	-5	-16	9	15	1
Clc1ccc2nc(N3CCNCC3)nc(-c3ccccc3)c2c1	2	-3	-16	22	9	-29	18	26	7	4	2
COC(CNC(=O)c1ccc(CS(=O)(=O)c2ccc(Br)cc2)o1)OC	-1	0	-15	4	4	2	-11	5	4	7	15
COC(=O)c1c(C)[nH]c(C(=O)COC(=O)CCc2ccc(OC)c(OC)c2)c1C	6	1	-10	-6	7	1	-3	-14	11	2	5
CCOc1cc(C(=O)Nc2cccc(C(C)=O)c2)ccc1OCC(=O)N1CCCCC1	-26	1	5	-1	-2	-4	-5	-18	14	13	4
Nc1c(C(=O)NCc2ccccc2)nnn1Cc1ccc(F)cc1	16	-9	4	-5	-21	-9	-1	-5	2	-2	12
CCOc1ccc(C(=O)Nc2nnc(SCC(=O)NCC3CCCO3)s2)cc1OCC (stereo unspecified)	1	-5	23	-20	10	5	3	-18	10	5	-7
Cc1nn(CC(=O)NCC2CCCO2)c(=O)c2cc3ccccc3n12 (stereo unspecified)	-3	.	-13	-9	4	-1	-14	3	0	10	-19
O=C(NC(=S)Nc1nc(-c2ccc(Br)cc2)cs1)c1cccnc1	-19	1	-39	-15	-21	-3	-1	2	-7	5	0
Cc1ccccc1C(=O)c1cccn1CC(=O)N1CCCCC1	-7	-6	-4	-26	3	-1	-16	2	3	12	3
O=C(NCCc1ccccc1Cl)C1CCC(=O)N(CCCc2ccccc2)C1 (stereo unspecified)	3	-7	-6	4	-2	7	7	-6	5	4	10
Cc1nnc(SCC(=O)N2N=C(c3ccc(Cl)cc3)CC2c2ccco2)[nH]c1=O (stereo unspecified)	-4	-4	-11	36	-21	2	-2	-18	-27	3	-8
Cc1cnc(NC(=O)c2ccc(-c3ccc([N+](=O)[O-])cc3)o2)s1	-13	-8	-53	-10	-11	15	0	-32	-4	5	-25
COC(=O)Cn1cc(/C=C/[N+](=O)[O-])c2ccccc21	-13	10	-1	8	2	8	-4	-5	20	11	-4
CCN1/C(=c2/s/c(=C3/C(=O)N(c4ccccc4)N=C3C)n(CC)c2=O)C=Cc2ccccc21	-5	6	11	12	16	6	9	0	6	-8	14
CCOCCn1c(SCc2ccccc2)nc2c1c(=O)[nH]c(=O)n2C	-6	-7	8	-13	10	-5	-7	5	-14	6	10
COCCCN1C(=O)c2ccc(C(=O)NCc3ccccn3)cc2C1=O	4	-5	-20	4	1	1	-9	-6	-2	6	-20
COc1cc(S(=O)(=O)NC2CCCCC2)ccc1F	-4	9	-4	-14	5	2	-4	-6	-17	-8	13
CC(=O)Nc1ccccc1OCC(=O)NC(C)c1ccc(F)cc1 (stereo unspecified)	7	-7	-3	-2	-22	10	-6	6	-7	-5	3
Cc1[nH]nc(SCC(=O)Nc2cccc(O)c2)c1[N+](=O)[O-]	6	-2	-9	-3	-5	-3	-5	21	-1	3	-5
COc1cc(S(=O)(=O)NC2CCCC2)c(OC)cc1C	9	-1	0	-8	-7	22	-10	-11	16	16	-12
COc1ccc(CC(=O)N2CCN(c3ccccn3)CC2)cc1OC	-1	-2	-8	6	-3	0	-26	-2	-1	-14	6
COc1cc(CN(C)Cc2cccc3ccccc23)cc([N+](=O)[O-])c1O	-17	-18	5	4	-5	3	-14	-11	8	7	-7
O=C(NNC1CC(=O)N(c2ccc(Cl)cc2)C1=O)c1ccco1 (stereo unspecified)	-15	-12	-24	-4	6	10	-6	12	-23	8	10
Cc1ccc(OCCC(=O)OCC(=O)N2CCN(S(=O)(=O)c3ccc(Cl)cc3)CC2)cc1	3	17	34	14	15	-10	4	19	20	-12	16
CCCCN(CC)C(=O)Cn1ncc2c3ccccc3n(CCC)c2c1=O	3	-3	-7	-3	-18	5	-27	-12	6	6	45
Nn1c(SCc2ccc(F)cc2)nnc1-c1ccccn1	-3	.	-32	-26	-29	3	6	-13	-7	-19	.
CC(C)CNS(=O)(=O)c1cc2c3c(c1)CC(=O)N3CCC2	-17	3	2	-9	-10	-1	11	4	12	-15	4
O=C(Cn1c(=O)c2cccn2c2ccccc21)Nc1cc(F)ccc1F	-18	-1	-20	-5	-30	8	-10	-24	-8	7	10
Cc1cc(C(=O)N2CCCC(N3CCN(c4ccccc4C)CC3)C2)n(C)n1 (stereo unspecified)	14	5	-12	-5	-46	2	1	4	-6	16	11
O=C(NCCCn1ccnc1)c1nc(Cn2cc([N+](=O)[O-])cn2)no1	6	14	-1	6	7	10	-1	11	1	4	0

The list is partial. The share of hits here may be higher or lower than overall.
